# High-throughput results deposited in PubChem by several laboratories.
# MrgX1 ag: activates human MrgX1 receptor signaling; 310,000 compounds, 0.44% hits; AID 588627; MrgX1-HEK293 cells, Fluo-4 calcium fluorescence, agonist mode; hits give high values; B-score at 10 µM;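 active = calcium response B-score plate-corrected fluorescence ratio at least 3 library SD, with starting fluorescence B-score inside 5 SD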
# Target sequence (Q96LB2 whole entry, looked up): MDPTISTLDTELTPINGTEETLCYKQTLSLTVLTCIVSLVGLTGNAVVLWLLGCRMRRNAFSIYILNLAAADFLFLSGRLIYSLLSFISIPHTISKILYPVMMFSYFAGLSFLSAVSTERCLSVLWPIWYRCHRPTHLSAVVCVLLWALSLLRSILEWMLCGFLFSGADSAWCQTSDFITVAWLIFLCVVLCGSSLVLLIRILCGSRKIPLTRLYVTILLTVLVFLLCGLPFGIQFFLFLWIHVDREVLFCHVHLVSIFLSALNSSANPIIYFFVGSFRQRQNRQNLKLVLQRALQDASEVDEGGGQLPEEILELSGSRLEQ
#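 System – MrgX1-expressing HEK293 cells · Incubation – cells plated overnight, dye loaded 0.5 h 37 °C, 0.5 h room temperature · Technique – kinetic Fluo-4 NW fluorescence of intracellular calcium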
# TRPC6 inh: inhibitors of mouse TRPC6 channel; Q61143; HEK293-TRPC6, membrane potential dye, ACh-evoked depolarization; hits give low values; B-score at 10 µM; 310,000 compounds, 1.1% hits;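 active = B-score under library mean minus 3 SD, initial fluorescence not abnormally high, positive integrated signal ratio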;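 note: B-score derived from integrated fluorescence ratio over the kinetic read; more negative B-score means stronger inhibition of depolarization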
# MrgX1 PAM: human MrgX1 positive allosteric modulation, primary screen | MrgX1-HEK293, Fluo-4 calcium flux, FDSS; hits give high values | B-score at 10 µM | 310,000 compounds, 0.63% hits | AID 588675;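 active = plate-corrected calcium response at least 3 library SD above typical, normal starting fluorescence, not activating the receptor alone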;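 note: compound read alongside a low EC10 to EC30 dose of BAM8-22 agonist; peak minus trough fluorescence over baseline measured at the second addition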
# ANO1 block: inhibitors of mouse TMEM16A calcium-activated chloride channel | HEK293 TMEM16A/YFP iodide influx fluorescence, ionomycin | normalized B-score (activity score, 25-100; higher = stronger inhibition) at 10 µM | 310,000 compounds, 1.2% hits;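 active = ratio plate-corrected score three or more library SD toward inhibition, starting fluorescence score within five deviations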;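 note: score derived from kinetic fluorescence span divided by baseline fluorescence per well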
# ANO1 activ: activators or potentiators of mouse TMEM16A chloride channel | Q8BHY3 | HEK293 TMEM16A/YFP-H148Q/I152L, iodide quench fluorescence; hits give low values | B-score at 10 µM | 340,000 compounds, 0.3% hits;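 active = fluorescence-ratio B-score plate-corrected deviation score at least 3 library SD below zero, with starting fluorescence score within 5 deviations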;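 note: channel opened by trigger with iodide after compound preincubation; score built on the fluorescence ratio of max minus min over baseline; more negative score means more quench and so TMEM16A activation or potentiation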
# SKKanGAS inh: inhibitors of SKKanGAS S. pyogenes growth in kanamycin (SK-promoter or general growth effect) | BacTiter-Glo, 6 h | inhibition, % at 7.5 µM | 300,000 compounds, 1.3% hits | AID 1662;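 active = mean replicate score, as percent of positive control median, at least 50; inconclusive = mean below 50 but one replicate at or above 50; inactive = mean and every replicate below 50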;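 note: strain carries kanamycin resistance gene driven by streptokinase promoter and grows in 40 µg/ml kanamycin; loss of luminescence reflects streptokinase promoter inhibition or plain growth inhibition; 0% = median of DMSO wells and 100% = positive control at its reference dose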
# HDAC3 inh: human HDAC3 inhibition; recombinant HDAC3, fluorogenic peptide/trypsin coupled, fluorescence; 320,000 compounds, 0.15% hits; AID 2718; inhibition, % at 8.3 µM; in the data active = inhibition above about 26%, passing the limit was not always enough; inconclusive = no clear call, values can overlap the other calls
# Target sequence (O15379 whole entry, looked up): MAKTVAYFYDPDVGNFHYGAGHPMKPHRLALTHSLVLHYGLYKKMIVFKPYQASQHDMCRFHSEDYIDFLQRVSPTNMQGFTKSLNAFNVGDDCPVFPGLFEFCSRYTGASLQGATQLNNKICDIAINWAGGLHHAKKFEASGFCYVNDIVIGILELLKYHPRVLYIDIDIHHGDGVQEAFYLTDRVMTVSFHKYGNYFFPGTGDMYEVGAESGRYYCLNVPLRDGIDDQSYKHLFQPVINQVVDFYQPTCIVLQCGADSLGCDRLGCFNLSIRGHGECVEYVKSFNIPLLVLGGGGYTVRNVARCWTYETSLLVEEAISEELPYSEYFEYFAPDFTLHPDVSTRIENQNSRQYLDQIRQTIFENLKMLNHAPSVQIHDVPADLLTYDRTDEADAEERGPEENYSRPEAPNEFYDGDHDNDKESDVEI
# RGS4 block: human RGS4 inhibition; HEK293 M3R/RGS4 inducible, Fluo-4 calcium flux; hits give high values; triggered by carbachol at its EC20; B-score at 10 µM; 310,000 compounds, 0.45% hits; AID 463165;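 active = B-score, a plate-corrected calcium signal, over three deviations above library mean, with baseline fluorescence within five deviations of library mean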;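 note: RGS4 expression induced by doxycycline in cells with stable M3 receptor; B-score is computed from the integrated fluorescence ratio over baseline after carbachol; higher B-score means a larger calcium signal and so more RGS4 inhibition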
# Target sequence (P49798 whole entry, looked up): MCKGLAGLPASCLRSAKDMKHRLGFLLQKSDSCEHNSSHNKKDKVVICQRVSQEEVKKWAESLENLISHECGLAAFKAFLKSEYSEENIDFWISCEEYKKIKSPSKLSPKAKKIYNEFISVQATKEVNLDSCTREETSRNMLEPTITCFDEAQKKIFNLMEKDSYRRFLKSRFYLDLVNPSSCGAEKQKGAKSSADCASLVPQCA
# RGS4 pot: RGS4 potentiation or activation; HEK293 M3R/inducible RGS4, carbachol calcium flux Fluo4; hits give low values; B-score at 10 µM; 310,000 compounds, 0.92% hits; AID 463111;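 active = B-score of the integrated calcium signal more than 4 SD below the library mean, with starting fluorescence not abnormally high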;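 note: negative B-score means reduced calcium response which marks RGS4 activation or potentiation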
#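 Assay system: HEK293 FlpIn-TREx cells, stable M3R, doxycycline-inducible RGS4 / Probe or stimulus: carbachol, ECmax concentration / Times: overnight RGS4 induction, 30 min dye load 37 °C, 20 min compound RT / Signal: kinetic calcium fluorescence imaging with Fluo4-AM dye, 2 µM / Measure: Agonist-evoked peak-minus-minimum fluorescence over baseline, integrated ratio, B score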
# TRPC6 activator: mouse TRPC6 channel activation; 310,000 compounds, 0.13% hits; Q61143; HEK293-TRPC6 membrane potential dye fluorescence; hits give high values; B-score at 10 µM;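 active = B-score of the integrated fluorescence ratio above library mean plus 3 SD, and starting fluorescence ratio within library mean plus 5 SD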;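 note: higher score means more depolarization so channel activation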
# MrgX1 antagonist: blocks BAM8-22 activation of human MrgX1 receptor. Q96LB2. MRGX1-HEK293 calcium flux, Fluo-4, BAM8-22 antagonism; hits give low values. B-score at 10 µM. 310,000 compounds, 1.3% hits. AID 588676;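 active = calcium-response B-score plate-corrected more than 3 library SD below zero, starting fluorescence within 5 deviations, no agonist response on first addition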;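 note: peak minus trough fluorescence over baseline after final BAM8-22 challenge near maximal dose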
# Starred values were filed as active, the others as inactive; i = inactive; ? = inconclusive; . = not tested or not shown.
SMILES,MrgX1 ag,TRPC6 inh,MrgX1 PAM,ANO1 block,ANO1 activ,SKKanGAS inh,HDAC3 inh,RGS4 block,RGS4 pot,TRPC6 activator,MrgX1 antagonist
CCN1CCC2(CC1)Oc1c(OC)cccc1C1CC(c3cccnc3)=NN12 (stereo unspecified),i,i,i,i,i,0.1,-1.1,i,i,i,i
O=C(O)c1cccc(S(=O)(=O)N(Cc2ccccc2)c2ccc(Cl)cc2)c1,i,i,i,i,i,2.1,-2.6,i,i,i,i
CC(C)(C)NC(=O)/C=C/c1ccc(C(F)(F)F)cc1,i,i,i,i,i,-4.5,4.3,i,i,i,i
O=C(Nc1nccs1)C1CCCN1S(=O)(=O)c1ccc(F)cc1 (stereo unspecified),i,i,i,i,i,-11.8,-2.0,i,i,i,i
C=CCOc1ccc(CN(C)CC(=O)N(CC(C)C)c2c(N)n(CC(C)C)c(=O)[nH]c2=O)cc1,i,i,i,i,i,3.4,2.6,i,i,i,i
O=C(c1ccco1)N1CCN(Cc2nnnn2CCc2ccccc2)CC1,i,i,i,i,i,-6.9,-5.7,i,i,i,i
COc1cc(SC)ccc1C(=O)Nc1ccc2c(c1)CCC2,i,i,i,i,i,1.2,5.5,i,i,i,i
Cc1ccc(N(C(=O)c2csnn2)C(C(=O)NCc2ccccc2)c2cccnc2)cc1 (stereo unspecified),i,i,i,i,i,-11.2,-0.6,i,i,i,i
COc1ccc(Nc2nc(C)cc(C)c2C(N)=O)cc1,i,i,i,i,i,2.8,-6.8,i,i,i,i
Cc1ccnc2nc(C(=O)NC3CCCc4ccccc43)nn12 (stereo unspecified),i,i,i,i,i,.,-9.8,i,i,i,i
COc1ccc([N+](=O)[O-])cc1NCc1cccc([N+](=O)[O-])c1,i,i,i,i,i,-9.8,-2.5,i,i,i,i
O=S(=O)(c1cccc(Cl)c1Cl)N1CCCCC1,i,i,i,i,i,5.1,0.9,i,i,i,i
CC(=O)N1c2ccccc2S(=O)(=O)c2ccccc21,i,i,i,i,i,-2.7,-1.3,i,i,i,i
O=C(COc1cccc(NC(=O)c2ccccc2)c1)c1ccc(F)cc1,i,i,i,i,i,-9.8,-2.7,i,i,i,i
Cc1ccccc1CC(=O)N1CCN(S(=O)(=O)c2cccs2)CC1,i,i,i,i,i,-11.7,-9.2,i,i,i,i
Cc1sc(NC(=O)CCl)c(C(=O)c2ccccc2)c1C,i,i,i,i,i,12.8,3.1,i,i,i,i
COc1ccc(C(=O)Cn2c(=O)c(CCC(=O)O)nn3c4ccccc4nc23)cc1OC,i,i,i,i,i,-2.6,1.3,i,i,i,i
CC1=C(C(=O)OC(C)C)C(c2ccccc2Cl)CC(=O)N1 (stereo unspecified),i,i,i,i,i,-1.0,-1.2,i,i,i,i
Brc1ccc(-c2nnc3ccc(Nc4ccccc4)nn23)cc1,i,i,i,i,.,-0.6,-1.0,i,i,i,i
CCCn1c2ccccc2c2cnn(CC(=O)O)c(=O)c21,i,i,i,i,i,0.1,1.4,i,i,i,i
Cc1ccc(SCCNC(=O)CN2C(=O)c3ccccc3S2(=O)=O)cc1,i,i,i,i,i,-4.7,0.2,i,i,i,i
S=C(NCc1cccnc1)Nc1cc(Cl)cc(Cl)c1,i,i,i,i,i,-6.3,6.9,i,i,i,-5.14*
Cc1ccc(CN2CCN(C(=O)CCC(=O)Nc3nnc(C(C)C)s3)CC2)c(C)c1,i,i,i,i,i,-3.8,-2.8,i,i,i,i
CCC(C)(C)NC(=O)c1ccc(Sc2nncn2C)c([N+](=O)[O-])c1,i,i,i,i,i,2.2,1.8,i,i,i,i
Cc1c(C(=O)N2CCCC(C)C2)sc2ncnc(N3CCCCC3C)c12 (stereo unspecified),i,i,i,i,i,1.0,.,i,i,i,i
CO/N=C\Cc1oc(=O)c(NC(=O)c2ccccc2)cc1C(=O)OC,i,i,i,i,i,4.7,0.4,i,i,i,i
COc1cc(C2CC(=O)Nc3ccccc3S2)cc(OC)c1OC (stereo unspecified),i,i,i,i,.,5.8,4.8,i,i,i,i
COc1ccc(Nc2nc(Cl)nc(Nc3ccc(OC)cc3OC)n2)c(OC)c1,i,i,i,i,i,18.4,-1.4,i,i,i,i
Cn1c(Oc2ccc(Cl)cc2)c(C=O)c2ccccc21,i,i,i,i,i,12.1,-0.5,i,i,i,i
COC(=O)Cc1nc2ccccc2[nH]1,i,i,i,i,i,4.6,-0.1,i,i,i,i
Cn1c(CN2CCCCC2)nc2cc(NC(=O)c3ccccc3)ccc21,i,i,i,i,i,0.8,1.7,i,i,i,i
CCCCCCc1nnc(N)s1,i,i,i,i,i,-3.3,3.1,i,i,i,i
CC(C)Nc1nc(Oc2ccc(=O)n(-c3ccccc3)n2)nc(N(C)C)n1,i,i,i,i,i,-2.2,1.2,i,i,i,i
COc1ccc(NC(=O)C2CC2)cc1OC1CCCC1,i,i,i,i,i,-0.9,-1.2,i,i,i,i
O=C(Cc1ccccc1F)Nc1nc(-c2ccc(F)c(F)c2)cs1,i,i,i,i,i,41.9,-1.8,i,i,i,i
Cc1c(OCC(=O)Nc2cccnc2)ccc2c3c(c(=O)oc12)CCC3,i,i,i,i,i,29.1,2.2,i,i,i,i
COc1ccc(C(=O)NCC(=O)OCc2ccc(Br)cc2)cc1,i,i,i,i,i,-5.0,-8.1,i,i,i,i
CC1CCCCN1CCCNC(=O)c1nn(C)c2c1CSc1ccccc1-2 (stereo unspecified),i,i,i,i,i,-2.1,0.8,i,i,i,i
Cn1c(SCC(=O)N2CCc3ccccc32)nnc1-c1ccc(S(=O)(=O)N2CCCC2)cc1,i,i,i,i,i,11.0,-16.5,i,i,i,i
COC(=O)C(C)Oc1ccc(-c2nccc(-c3cccs3)n2)cc1 (stereo unspecified),i,i,i,i,i,-4.2,11.4,i,i,i,i
CC1(c2ccc3ccccc3c2)NC(=O)N(CC(N)=O)C1=O (stereo unspecified),i,i,i,i,i,5.1,-0.6,i,i,i,i
O=C(COC(=O)CSc1ccc2ccccc2c1Br)NC1CC1,i,i,i,i,i,4.5,2.8,i,i,i,i
COC(=O)N[C@H](c1ccccc1)[C@@]1(C)C[C@@H]1[C@@H](C)C(=O)Nc1ccc2ccccc2c1,i,i,i,i,i,13.1,1.6,i,i,i,i
CCC(C)C(=O)N1c2ccccc2C(=C2SC(C(=O)OC)=C(C(=O)OC)S2)C(=S)C1(C)C (stereo unspecified),i,i,i,i,i,20.6,7.8,i,i,i,i
CCn1cc(C(=O)O)c(=O)c2cc(F)c(N3CCN(C(=S)Nc4ccc(OC)cc4)CC3)cc21,i,i,i,i,i,67.7*,-11.8,i,i,i,i
CN(CC(=O)NC1(C)CCS(=O)(=O)C1)S(=O)(=O)c1ccc(Cl)cc1 (stereo unspecified),i,i,i,i,i,19.8,7.6,i,i,i,i
COC(=O)CC1c2ccccc2S(=O)(=O)N1Cc1ccccc1 (stereo unspecified),i,i,i,i,i,2.2,-4.8,i,i,i,i
Cc1sc2nc(COC(=O)C(NC(=O)c3ccc(Cl)cc3Cl)C(C)C)[nH]c(=O)c2c1C (stereo unspecified),i,i,i,i,i,12.4,-2.4,i,i,i,i
CN=C1S/C(=C\c2ccc(SC)cc2)C(=O)N1C,i,i,i,i,i,-5.1,1.1,i,i,i,i
Cc1ccc(CNn2cnnc2SCC(=O)NC(C)(C)C)cc1,i,i,i,i,i,5.9,3.6,i,i,i,i
O=C(NCc1ccccc1)C(c1cccnc1)N(C(=O)c1csnn1)c1ccccc1 (stereo unspecified),i,i,i,i,i,0.6,-2.7,i,i,i,i
COc1ccccc1NC(=O)CC(c1ccc(F)cc1)c1ccco1 (stereo unspecified),i,i,i,i,i,1.6,2.9,i,i,i,i
O=C(NCCN1CCCCC1)c1ccc(/C=N/O)nc1,i,i,i,i,i,-3.1,-2.2,i,i,i,i
COc1ccc(CCNC(=O)Cn2c(=O)n(-c3ccc(C)c(F)c3)c(=O)c3sccc32)cc1OC,i,i,i,i,i,-4.4,0.1,i,i,i,i
CN(C)c1ccc(NC(=O)c2cnsn2)cc1,i,i,i,i,i,0.1,6.2,i,i,i,i
CCCCn1ccc(=O)c2c(C(F)(F)F)nccc21,i,i,i,i,i,-1.1,3.4,i,i,i,i
Cc1c(C)n(CC(O)CNc2ccccc2)c2ccccc12 (stereo unspecified),i,i,i,i,i,29.8,?,i,i,i,i
Cc1c(NC(=O)C(C)OC(=O)c2ccc(Cl)nc2)c(=O)n(-c2ccccc2)n1C (stereo unspecified),i,i,i,i,i,-4.1,3.8,i,i,i,i
COC(=O)c1cc(OC)c(OC)c(OC)c1N,i,i,i,i,.,-4.5,-2.2,i,i,i,i
CSc1ccc(S(=O)(=O)Nc2ccc3c(c2)OCCO3)cc1,i,i,i,i,i,-2.9,3.4,i,i,i,i

# (cont.)
SMILES,MrgX1 ag,TRPC6 inh,MrgX1 PAM,ANO1 block,ANO1 activ,SKKanGAS inh,HDAC3 inh,RGS4 block,RGS4 pot,TRPC6 activator,MrgX1 antagonist
O=C(Cn1c(=O)oc2cc(S(=O)(=O)NCc3ccccc3)ccc21)NCc1ccco1,i,i,i,i,i,-0.7,-3.5,i,i,i,i
Cc1cccc(CSc2ccc3nnc(-c4cccs4)n3n2)c1,i,i,i,i,i,4.6,-6.2,i,i,i,i
COc1cccc(NC(=S)N2CCN(C(c3ccccc3)c3ccccc3)CC2)c1,i,i,i,i,i,7.4,6.0,i,i,i,i
Cc1ccc(S(=O)(=O)CC(C)(O)CS(=O)(=O)c2ccc(C)cc2)cc1,i,i,i,i,i,-5.6,-3.6,i,i,i,i
C#CCOCCOCCOCCNc1nc(N2CCN(C(=O)[C@H](CCCCN)n3cc([C@@H](N)CC(C)C)nn3)CC2)nc(N2CCN(C(=O)[C@H](Cc3ccc(O)cc3)n3cc([C@@H](N)CC(C)C)nn3)CC2)n1,i,i,i,i,.,-4.0,-11.7,i,i,i,i
COc1ccc(C(=O)C2CCCN(C(=O)Cn3cncn3)C2)cc1OC (stereo unspecified),i,i,i,i,i,-2.6,0.6,i,i,i,i
COc1ccccc1C(=O)Nc1cc(C)on1,i,i,i,i,i,-2.7,4.5,i,i,i,i
COc1ccc(CN2C(=O)c3cccnc3C2=O)cc1S(=O)(=O)N1CCCC(C)C1 (stereo unspecified),i,i,i,i,i,-0.7,1.4,i,i,i,i
CC1CCC(C(C)C)C(OC(=O)CSc2nc(N)cc(=O)[nH]2)C1 (stereo unspecified),i,i,i,i,i,-4.1,1.2,i,i,i,i
